# RGS4 act: RGS4 potentiators or activators, primary screen, cell-based, HEK293 M3R inducible RGS4, calcium flux | AID 463111, 2010 | 0.92% of 310,000 active | B-score at 10 µM | carbachol calcium flux Fluo4; active compounds read low;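 active = B-score of the integrated calcium signal more than 4 SD below the library mean, with starting fluorescence not abnormally high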;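 note: negative B-score means reduced calcium response which marks RGS4 activation or potentiation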
#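 Material: M3R-expressing HEK293 line, RGS4 induced by doxycycline | Schedule: Overnight RGS4 induction, 30 min dye load 37 °C, 20 min compound RT | Measured by: Fluo4 fluorescence kinetic imaging of calcium | Read-out: Integrated calcium ratio converted to B score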
# hERG rescue: hERG rescue from dofetilide block, primary screen, cell-based, CHO-hERG, FluxOR thallium flux, dofetilide IC70. 0.51% of 310,000 active. dofetilide IC70 present. AID 1511, 2009. activation (rescue from dofetilide block), less the hit threshold, % at 10 µM. Voltage-gated inwardly rectifying potassium channel KCNH2 (Homo sapiens), Q12809;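 active = activation above the mean of controls blocked by dofetilide plus 5 SD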;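 note: thallium influx through hERG after potassium depolarization seen as dye fluorescence rise; in these data hits start at about 4.7%; inactives centre near -7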
# Target sequence (Q12809 whole entry, looked up): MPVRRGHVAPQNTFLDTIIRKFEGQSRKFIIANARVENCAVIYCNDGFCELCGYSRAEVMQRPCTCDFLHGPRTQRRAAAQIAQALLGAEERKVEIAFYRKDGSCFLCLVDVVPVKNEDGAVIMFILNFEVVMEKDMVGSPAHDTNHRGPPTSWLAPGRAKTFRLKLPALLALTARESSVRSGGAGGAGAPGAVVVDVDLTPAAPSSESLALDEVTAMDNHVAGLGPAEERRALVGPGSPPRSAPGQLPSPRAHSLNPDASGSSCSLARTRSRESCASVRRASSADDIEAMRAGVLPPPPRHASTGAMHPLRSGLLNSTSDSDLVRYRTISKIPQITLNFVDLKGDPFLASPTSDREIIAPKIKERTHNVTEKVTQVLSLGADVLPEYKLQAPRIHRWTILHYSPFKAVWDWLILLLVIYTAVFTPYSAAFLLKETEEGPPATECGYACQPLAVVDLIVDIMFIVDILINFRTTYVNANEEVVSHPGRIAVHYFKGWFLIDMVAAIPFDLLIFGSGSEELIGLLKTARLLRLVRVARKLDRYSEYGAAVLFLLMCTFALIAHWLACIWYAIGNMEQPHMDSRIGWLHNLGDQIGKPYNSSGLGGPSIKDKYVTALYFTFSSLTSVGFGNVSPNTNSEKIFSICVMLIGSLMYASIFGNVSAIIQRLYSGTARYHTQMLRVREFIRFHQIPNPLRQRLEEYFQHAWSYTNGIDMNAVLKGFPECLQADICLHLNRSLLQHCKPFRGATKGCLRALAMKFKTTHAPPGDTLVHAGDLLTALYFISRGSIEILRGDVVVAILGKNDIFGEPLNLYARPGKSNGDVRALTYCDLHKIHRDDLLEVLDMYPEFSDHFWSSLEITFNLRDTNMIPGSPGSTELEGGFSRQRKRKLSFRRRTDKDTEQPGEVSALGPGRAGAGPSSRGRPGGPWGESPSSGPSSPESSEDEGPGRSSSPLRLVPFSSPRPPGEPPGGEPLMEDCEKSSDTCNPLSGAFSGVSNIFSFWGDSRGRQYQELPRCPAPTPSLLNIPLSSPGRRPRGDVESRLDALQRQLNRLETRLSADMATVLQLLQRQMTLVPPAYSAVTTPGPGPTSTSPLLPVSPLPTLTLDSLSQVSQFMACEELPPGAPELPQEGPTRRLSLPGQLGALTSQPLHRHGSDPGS
# PolyA inh: polyadenylation inhibitors in yeast reporter cells, primary screen, luminescence, S. cerevisiae; 0.02% of 300,000 active; S. cerevisiae SKY197-pL101 polyadenylation reporter, beta-gal luminescence; efflux-impaired pdr1/pdr3 knockout yeast; score 100 = 6 SD above DMSO; calls only at 12 µM;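 active = lowest replicate activity score at least 50, where 100 means six control SD above control mean; inconclusive = lowest score under 50 but half or more replicates reach 50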;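 note: yeast exposed to compound for 9 h at 30 °C; higher score means more reporter readthrough which indicates perturbed polyadenylation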
# Dyrk1A ADPGlo: rat Dyrk1A kinase inhibitors, primary screen, biochemical, single point, plate reader; ADP-Glo luminescence, NFATc1 peptide; inhibition, % at 12.5 µM; 0.43% of 310,000 active; in the data active = inhibition above about 50%;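 note: plate controls were vehicle with enzyme for no effect and no enzyme for full effect; many of its hits are not listed in these tables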
# KCNK9 block: KCNK9 potassium channel inhibitors, primary screen, HEK293 cells, thallium flux; AID 488922, 2010; B-score at 10 µM; FluxOR thallium flux fluorescence; active compounds read low; 1.2% of 310,000 active; Potassium channel subfamily K member 9 (Homo sapiens), Q9NPC2;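 active = ratio B-score over 3 SD below the library mean, with starting fluorescence within 5 SD of its mean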;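 note: negative B-score means less thallium flux so channel inhibition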
# KCNK3 block: human KCNK3 channel inhibitors, primary screen, CHO cells, FluxOR thallium flux, B-score; Potassium channel subfamily K member 3 (Homo sapiens), O14649; FluxOR fluorescence; active compounds read low; B-score at 10 µM; 0.84% of 340,000 active;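 active = B-score under library mean minus 4 SD, starting fluorescence ratio at most library mean plus 5 SD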;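 note: more negative B-score means stronger inhibition of thallium flux through KCNK3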
# GSK3 alpha inh: blockers of GSK3A enzyme activity – biochemical, luminescence, cell-free homogeneous, HTS, primary screen; GSK-3 alpha kinase, ADP-Glo luminescence, 60 min; 0.1% of 320,000 active; AID 2650, 2010; inhibition, % at 10 µM;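 in the data active = inhibition above about 50%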;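 note: GST-tagged GSK-3 alpha with peptide substrate and 25 µM ATP; 0% = DMSO neutral wells and 100% = GW8510 positive control wells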
# KCNQ1 pot: potentiators or activators of KCNQ1 channel, primary screen, cell-based, thallium flux, high-throughput; Potassium voltage-gated channel subfamily KQT member 1 (Homo sapiens), P51787; CHO-K1 KCNQ1, thallium flux FluxOR fluorescence; active compounds read high; B-score at 10 µM; 0.35% of 310,000 active; AID 2648, 2010;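 active = fluorescence ratio B-score, a plate-corrected score, at least three library SD, with initial intensity B-score within 5 SD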
#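 assay system = KCNQ1-transfected CHO-K1 cells | medium = assay buffer with matched DMSO | probe or stimulus = depolarizing K+/Tl+ stimulus, K2SO4 and Tl2SO4 each 12.5 mM in 5x stock | dosing = single dose | incubation = dye 90 min, compound 20 min, room temperature | detection = kinetic FluxOR fluorescence, 10 s baseline plus 110 s post-stimulus | evaluation = ratio B score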
# HDAC3 inhib: HDAC3 deacetylase inhibitors, primary screen, biochemical, fluorescence, cell-free homogeneous; 0.15% of 320,000 active; inhibition, % at 8.3 µM; Histone deacetylase 3 (Homo sapiens), O15379; recombinant HDAC3, fluorogenic peptide/trypsin coupled; in the data active = inhibition above about 26%, passing the limit was not always enough; inconclusive = no clear call, values can overlap the other calls
# GSK3beta inhib: human GSK3beta kinase inhibitors, primary screen, biochemical, cell-free homogeneous, HTS; GST-GSK3beta kinase, ADP-Glo luminescence, 60 min; active compounds read low; activity score (negative = inhibition), % at 10 µM; 0.038% of 300,000 active; AID 2097, 2009;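 active = more than half of replicate wells score below -50%, meaning over 50% inhibition versus plate controls; inconclusive = some replicates but at most half score below -50%; inactive = no replicate scores below -50%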;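 note: 0% = median DMSO wells and -100% = median GW8510 positive control wells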
#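 test system = GST-tagged human GSK3beta kinase, cell-free | reagent = 25 µM ATP with peptide substrate | dosing = one dose of 10 µM per compound | schedule = 60 min reaction, RT | detection = luminescent ADP-Glo measurement of ADP formed | control set = DMSO neutral wells and GW8510 at 20 µM as positive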
# KCNQ1 block: inhibitors of human KCNQ1 channel, primary screen, cell-based, thallium flux, high-throughput; CHO-K1 KCNQ1, FluxOR thallium flux fluorescence; active compounds read high; 1.3% of 310,000 active; B-score at 10 µM;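 active = compounds whose thallium flux B-score, printed positive for inhibition, exceeds three library SD while starting fluorescence stays within three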;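 note: channel opened by potassium depolarization with thallium stimulus after 20 min compound exposure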
# * = called active by the depositor; i = inactive; ? = inconclusive; nt = no result given.
SMILES,RGS4 act,hERG rescue,PolyA inh,Dyrk1A ADPGlo,KCNK9 block,KCNK3 block,GSK3 alpha inh,KCNQ1 pot,HDAC3 inhib,GSK3beta inhib,KCNQ1 block
COc1cccc(CN2CCCC(C(=O)c3ccc4c(c3)OCO4)C2)c1OC (configuration not stated),i,-6.1,i,-2.7,i,i,-1.8,i,4.0,0.7,i
O=C1C(O)CC2c3ccccc3CC3(CCCC3)N12 (configuration not stated),i,-3.2,i,8.2,i,i,0.9,i,-26.2,1.3,i
COc1ccc2c(c1)c(CC(=O)OCC(=O)N(C)C)c(C)n2C(=O)c1ccc(Cl)cc1,i,-6.7,i,1.0,i,i,0.3,i,-1.1,-0.5,i
COc1ccc(-c2nc3c(-c4ccccc4)cnn3cc2C)cc1F,i,-2.9,i,nt,i,i,-1.3,i,-3.3,1.7,i
CC(=O)Oc1ccccc1C(=O)N(C1CCCCC1)C1CCCCC1,i,-3.1,i,1.9,i,i,1.1,i,1.9,1.7,i
O=C(CNS(=O)(=O)c1ccccc1)NCc1cccnc1,i,-5.4,i,3.3,i,i,nt,i,-2.6,5.2,i
CCNC(=O)COc1ccc(CC)cc1,i,-4.9,i,-0.9,i,i,-1.0,i,-12.3,-3.1,i
O=C(COC(=O)C1CCN(c2ccc(C(F)(F)F)cn2)CC1)NCc1ccc(Cl)cc1Cl,i,-15.9,i,6.7,i,i,-2.9,i,22.6,0.9,i
COc1ccc(OC)c(NC(=O)c2ccc(-n3cccn3)nc2)c1,i,-4.1,i,1.7,i,i,5.4,i,-3.6,0.9,i
CC/C(C)=N\NC(=O)CNC(=O)c1ccc(Cl)cc1Cl,i,-9.5,i,3.4,i,i,-0.2,i,-3.7,5.2,i
O=C1N[C@@H](Cc2ccccc2)[C@@H](c2ccco2)O1,i,-3.0,i,0.3,i,i,-1.4,i,6.8,1.3,i
O=C(Nc1ccc(CN2CCCCC2)cc1)c1c(F)c(F)c(F)c(F)c1F,-7.29*,-7.0,i,-1.4,i,i,0.1,i,-6.0,3.1,6*
O=C(COC(=O)c1cnccn1)Nc1ccc(Cl)cc1,i,-6.5,i,4.2,i,i,1.4,i,-6.5,0.1,i
COc1ccc(-c2n[nH]c(=S)n2/N=C/c2cccn2C)cc1,i,-15.5,i,49.4,i,i,13.7,i,?,-1.6,i
COc1ccc(C(=O)CN2C(=O)c3ccccc3C2=O)cc1,i,-7.4,i,nt,i,i,-1.9,i,2.5,2.3,i
COc1cccc(N=Nc2c(N)[nH]n3c(=O)c4c(nc23)CCCC4)c1,i,-10.1,i,-4.8,i,i,-0.9,i,2.0,-4.6,i
Cc1ccc(CSCC(Nc2ccc(C(=O)O)cc2[N+](=O)[O-])C(=O)O)cc1 (configuration not stated),i,-6.6,i,nt,i,i,-2.1,i,0.2,0.8,i
Cc1ccc(C2C3=C(CC(C)(C)CC3=O)N(CCN3CCOCC3)C3=C2C(=O)CC(C)(C)C3)cc1,i,-5.0,i,-15.3,i,i,-1.0,i,-11.6,0.4,i
COc1ccc(N2C(=O)CC(SC(C)C)C2=O)cc1 (configuration not stated),i,-2.4,i,-3.0,i,i,nt,i,nt,5.5,i
O=C(Oc1ccc(N2C(=O)CCC2=O)cc1)c1ccccc1,i,-7.2,i,-4.1,i,i,1.5,i,-2.9,0.0,i
C/C(=N\NC(=O)c1ccc(Br)cc1)c1ccccc1,i,-2.2,i,3.4,i,i,-1.6,i,-22.0,-2.7,i
CC1c2nc3ccccc3n2C(CC(=O)NCc2ccccn2)C(=O)N1Cc1ccccc1 (configuration not stated),i,-8.4,i,-0.1,i,i,-0.4,i,-5.5,-2.8,i
CC(=O)NN1C(=O)c2ccccc2NC1c1ccoc1 (configuration not stated),i,-10.3,i,0.3,i,i,-2.5,i,-13.8,-1.2,i
O=C(O)c1ccc(Cl)c(S(=O)(=O)NC(Cc2ccccc2)C(=O)O)c1 (configuration not stated),i,0.3,i,-5.9,i,i,-2.6,i,-2.8,0.7,i
CCOC(=O)CCCNC(=O)COC(=O)/C=C/c1ccc2c(c1)OCO2,i,-11.2,i,15.1,i,i,-2.4,i,-6.1,1.1,i
Cc1nn(Cc2ccc(Cl)cc2)c(=O)n1N(C)c1ncc(C(F)(F)F)cc1Cl,i,-5.7,i,-5.4,i,i,-1.8,i,8.7,3.6,i
Cc1cccc(C2c3[nH]c4ccccc4c3CCN2C(=O)c2cc(CC(C)C)nc(C)n2)n1 (configuration not stated),i,-9.1,i,-3.0,i,i,-1.6,i,11.4,0.6,i
COc1ccc2nc(C3CCCCC3)c3c(c2c1)CCC3,i,-6.0,i,-0.8,i,i,-1.0,i,-1.1,0.4,i
Cc1cccc(NC(=O)CSCC(=O)Nc2cccc(S(=O)(=O)N3CCCCCC3)c2)c1,i,-11.6,i,-3.1,i,i,-1.2,i,nt,0.6,i
O=C(COc1ccc(Cl)cc1)NCc1nnc(SCC(=O)NC2CCCCC2)o1,i,-8.0,i,-0.7,i,i,-0.4,i,4.1,0.6,i
COCCCN1CC(=O)N2C(c3ccccc3)c3[nH]c4ccccc4c3C[C@H]2C1=O (some centres not stated),i,-6.3,i,-5.7,i,i,-0.5,i,6.3,-0.9,i
Cc1cc(C(=O)OCC(=O)Nc2ccc(F)c(F)c2F)c(C)o1,i,-4.8,i,-6.0,i,i,-0.3,i,-0.4,-0.7,i
CCn1c(COc2c(C)cccc2C)nnc1SCC(=O)N1CCN(c2ccccc2)CC1,i,-4.5,i,14.6,i,i,nt,i,4.8,-0.3,i
Cn1nc(C(=O)Nc2cccnc2)c2ccccc2c1=O,i,-13.5,i,2.4,i,i,1.1,i,-5.4,4.5,i
Cc1cc(C)nc(N2CCCC(C(=O)NCc3cccc(C(F)(F)F)c3)C2)n1 (configuration not stated),i,-8.7,i,-1.7,i,i,-3.4,i,0.3,-0.6,i
Cc1nn(-c2ccccc2)c(C)c1NC(=O)COC(=O)c1ccccc1OC(F)F,i,-15.0,i,-1.0,i,i,1.8,i,8.4,-1.3,i
COc1ccc(C(=O)N/N=C(/C)c2cccc(NC(=O)c3ccncc3)c2)cc1OC,-6.96*,-17.2,i,8.1,i,i,nt,i,2.5,2.6,i
CCCCSc1nc2c(c(=O)[nH]1)CCC2,i,-3.4,i,-4.5,i,i,-1.8,i,0.4,-1.5,i
Cc1cccc(NC(=O)CNC(=O)c2ccco2)n1,i,-13.0,i,-6.7,i,i,-1.6,i,nt,4.4,i
CS(=O)(=O)c1ccc(Cl)c(NC(=O)COC(=O)c2c(Cl)cccc2Cl)c1,i,-5.8,i,6.4,i,i,-1.8,i,-0.1,3.2,i
Nc1ccc(S(=O)(=O)NCc2ccccn2)cc1,i,-7.3,i,-2.1,i,i,-4.5,i,4.7,-2.6,i
CCOC(=O)c1nnn(-c2nonc2N)c1CNc1ccc(C)c(Br)c1,i,-1.1,i,-1.7,i,i,6.4,i,-1.4,-6.5,i
Cc1cc(C)cc(NC(=O)CCn2c(=O)c3cccn3c3ccccc32)c1,i,-5.7,i,nt,i,i,-1.3,i,9.8,2.3,i
O=C(CSc1ccccn1)N/N=C/C=C/c1ccccc1,i,-2.5,i,-0.1,i,i,-0.7,i,?,-2.0,i
COc1ccc(/C=N\NC(=O)c2ccccc2[N+](=O)[O-])cc1COc1c(F)c(F)c(F)c(F)c1F,i,-5.9,i,2.3,i,i,-0.7,i,7.7,2.5,i
CCCCC1CCCOC(C(=O)NCCNCCO)(C(F)(F)F)C1 (configuration not stated),i,-6.0,i,-3.7,i,i,-2.0,i,-0.4,2.3,i
CCC1CCCCN1CCCNC(=O)Cn1cnc2sc(C)c(S(=O)(=O)N3CCC(C)CC3)c2c1=O (configuration not stated),i,-4.8,i,-5.4,i,i,0.2,i,1.3,0.1,i
COc1ccccc1N(CC(=O)NC(C)(C)C)C(=O)CCC(=O)Nc1ccccn1,i,-2.6,i,2.0,i,i,-3.4,i,-1.9,1.3,i
CCOc1ccc(C(=O)NC(=S)Nc2ccccc2N2CCC(C)CC2)cc1[N+](=O)[O-],i,-2.9,i,-2.3,i,i,-0.6,i,13.5,-1.1,i
O=C(CSCc1ccc(C(=O)O)cc1)Nc1ccccc1,i,-4.5,i,-2.9,i,i,-1.8,i,-3.0,-0.3,i
CCc1cccc(NC(=O)Cn2cc(C=O)c3ccccc32)c1,i,-2.0,i,-2.1,i,i,-4.1,i,6.9,-1.6,i
CCOC(=O)/C(Sc1nc(-c2ccccc2)cc(-c2ccccc2)c1C#N)=C(\C)O,i,-11.0,i,-1.5,i,i,-0.2,i,3.8,0.5,i
CC(=O)c1ccc(OCC(O)CN2C(C)(C)CC(O)CC2(C)C)cc1 (configuration not stated),i,-7.7,i,5.7,i,i,-0.4,i,0.3,-3.6,i
CC(=O)Nc1cccc(NC=C(C#N)C#N)c1,i,-2.7,i,-3.0,i,i,-0.5,i,nt,-0.5,i

# Ordered by formula weight (falling): part of the list above.
SMILES,RGS4 act,hERG rescue,PolyA inh,Dyrk1A ADPGlo,KCNK9 block,KCNK3 block,GSK3 alpha inh,KCNQ1 pot,HDAC3 inhib,GSK3beta inhib,KCNQ1 block
CCC1CCCCN1CCCNC(=O)Cn1cnc2sc(C)c(S(=O)(=O)N3CCC(C)CC3)c2c1=O (configuration not stated),i,-4.8,i,-5.4,i,i,0.2,i,1.3,0.1,i
CCOC(=O)/C(Sc1nc(-c2ccccc2)cc(-c2ccccc2)c1C#N)=C(\C)O,i,-11.0,i,-1.5,i,i,-0.2,i,3.8,0.5,i
CCc1cccc(NC(=O)Cn2cc(C=O)c3ccccc32)c1,i,-2.0,i,-2.1,i,i,-4.1,i,6.9,-1.6,i

# Assay outcomes from PubChem.

# The list is partial, so the mix of outcomes need not match the whole.
